Source: PubChem
MEX-5 binding = C. elegans MEX-5 TCR-2 RNA binding activity; Q9XUB2; MEX-5/FITC-TCR2 RNA binding, fluorescence polarization; stronger effect = lower value; activity score (negative = inhibition of binding), % at 10 µM; hit rate 0.38% among 300,000; AID 1832;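 active = inhibition past about -25% in most replicates, and total fluorescence under double the plate's negative control median, limit read from the data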;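 also: 0% = DMSO and -100% = 5 µM competing unlabeled TCR2 RNA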
PME-1 inh = PME-1 (human) inhibition | Q9Y570 | recombinant PME-1, FP-Rh probe fluorescence polarization | inhibition, % at 5.9 µM | hit rate 0.53% among 320,000 | AID 2130;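 active = inhibition above the campaign mean of all compounds plus 3 SD, cut at about 26% in these data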;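 also: competitive labeling of PME-1 active site by serine hydrolase directed probe; 0% = PME-1 with DMSO and 100% = wells lacking PME-1 enzyme; inhibitors block probe labeling so polarization falls and inhibition rises; many of its hits are not listed in these tables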
Target sequence (Q9Y570 whole entry, looked up): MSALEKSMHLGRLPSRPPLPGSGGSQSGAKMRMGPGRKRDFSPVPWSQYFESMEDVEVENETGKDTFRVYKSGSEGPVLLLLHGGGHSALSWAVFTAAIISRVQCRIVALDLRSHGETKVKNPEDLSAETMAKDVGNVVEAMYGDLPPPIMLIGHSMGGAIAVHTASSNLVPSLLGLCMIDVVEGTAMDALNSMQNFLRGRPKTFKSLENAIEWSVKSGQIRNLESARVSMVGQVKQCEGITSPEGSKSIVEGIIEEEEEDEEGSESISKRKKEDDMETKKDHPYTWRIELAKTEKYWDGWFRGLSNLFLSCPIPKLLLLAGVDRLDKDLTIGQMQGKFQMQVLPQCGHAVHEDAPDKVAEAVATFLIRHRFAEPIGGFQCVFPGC
GRK2 inh = inhibitors of human GRK2 displacing RNA aptamer | P25098 | bead flow cytometry, FAM-aptamer displacement from GRK2 | inhibition of aptamer binding, % at 10 µM | hit rate 0.59% among 330,000;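 active = inhibition of aptamer binding above 40%, roughly 3 SD of noise, on plates passing a quality check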;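 also: median bead fluorescence of bound FAM aptamer so fluorescent compounds give negative values; no value below 0 was filed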
MCL1-BIM inh = inhibitors of human MCL1 binding to BIM-BH3 peptide. Q07820. GST-MCL1 / FITC-Bim-BH3 fluorescence polarization. inhibition, % at 10.9 µM. hit rate 0.68% among 320,000. AID 2057;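 active = inhibition above the mean inhibition of all tested compounds plus 3 SD, set per campaign, cut at about 40% in these data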;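 also: 0% = DMSO wells and 100% = unlabeled Bim-BH3 peptide control; higher means more loss of mP so more displacement of Bim peptide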
Fam108B inh = counter-screen for RBBP9 inhibitors: inhibitors of mouse Fam108B. recombinant Fam108B, FP-Rh probe fluorescence polarization. hit rate 0.33% among 300,000. inhibition, % at 9.51 µM. AID 1947;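 active = inhibition above the screen mean inhibition plus 3 SD, computed separately per campaign, cut at about 18% in these data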;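 also: inhibitors lower polarization as less probe binds the enzyme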
BCLXL inh = inhibitors of human Bcl-xL; Q07817; GST-Bcl-xL / FITC-Bim BH3 peptide fluorescence polarization; inhibition, % at 10.9 µM; hit rate 0.7% among 320,000;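 active = inhibition above the mean of all tested compounds plus 3 SD, cutoff set per campaign, cut at about 30% in these data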;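 also: 0% = DMSO wells and 100% = unlabeled Bim-BH3 peptide competitor; inhibitors lower millipolarization by displacing the labeled peptide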
Target sequence (Q07817 whole entry, looked up): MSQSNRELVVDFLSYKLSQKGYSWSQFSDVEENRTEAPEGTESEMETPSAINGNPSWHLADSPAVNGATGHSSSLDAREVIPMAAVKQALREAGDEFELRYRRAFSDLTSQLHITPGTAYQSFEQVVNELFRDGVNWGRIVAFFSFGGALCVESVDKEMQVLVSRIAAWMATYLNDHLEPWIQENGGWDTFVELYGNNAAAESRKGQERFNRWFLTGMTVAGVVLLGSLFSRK
GLD-1 TGE inh = GLD-1-TGE RNA interaction inhibition (C. elegans) | inhibition, % at 5.96 µM | hit rate 0.44% among 320,000 | purified GLD-1 + fluorescein TGE RNA, fluorescence polarization | AID 2280 | Q17339;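 active = percent inhibition above a per-plate cutoff, the plate mean of test compounds plus 3 SD, cut at about 30% in these data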;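 also: 0% = DMSO wells with GLD-1 and probe and 100% = wells lacking GLD-1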
Target sequence (Q17339 whole entry, looked up): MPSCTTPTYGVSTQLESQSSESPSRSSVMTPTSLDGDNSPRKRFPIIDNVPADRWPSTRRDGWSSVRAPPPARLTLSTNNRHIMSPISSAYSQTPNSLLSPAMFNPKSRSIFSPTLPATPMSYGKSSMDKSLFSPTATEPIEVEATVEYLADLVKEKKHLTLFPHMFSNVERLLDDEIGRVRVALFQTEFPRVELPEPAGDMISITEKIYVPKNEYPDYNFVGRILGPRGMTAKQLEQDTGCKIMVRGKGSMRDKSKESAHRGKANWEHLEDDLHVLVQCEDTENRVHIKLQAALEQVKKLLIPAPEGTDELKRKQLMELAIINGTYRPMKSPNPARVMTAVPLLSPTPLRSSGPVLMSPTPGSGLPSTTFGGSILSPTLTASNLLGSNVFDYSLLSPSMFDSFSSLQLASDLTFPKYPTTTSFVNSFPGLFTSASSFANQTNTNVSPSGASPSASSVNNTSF
Efflux pump inh = blocks antifungal efflux pumps in multiplex yeast assay | S. cerevisiae Candida pump triplex, Nile Red efflux | inhibition, % at 10 µM | hit rate 0.44% among 330,000 | AID 485275;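 active = plate passing quality check with inhibition over a set limit, or well fluorescence over plate mean plus 4 SD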;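 also: Nile Red retained in pooled yeast measured as flow cytometry median fluorescence; 0% = buffer negative control and 100% = Enniatin B positive control; higher means more Nile Red kept so more efflux inhibition; some compounds called inactive have numbers as strong as hits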
VLA-4 inh = inhibition in a human VLA-4 binding assay. P13612. inhibition, % (about 7 µM as worked out from the volumes in the protocol). VLA-4 expressing cells, ligand binding flow cytometry. hit rate 0.2% among 330,000. AID 2557; in the data active = inhibition above about 50%
The depositor's hits bear a star; · = not tested or not shown. These rows are one share of the data. The share of hits here may be higher or lower than overall.

SMILES,GLD-1 TGE inh,Efflux pump inh,PME-1 inh,BCLXL inh,VLA-4 inh,Fam108B inh,MCL1-BIM inh,GRK2 inh,MEX-5 binding
C[C@H](CO)N1C[C@H](C)[C@@H](CN(C)C(=O)Nc2ccc(C(F)(F)F)cc2)Oc2ccc(NC(=O)Nc3ccccc3)cc2C1=O,2,0.2,·,·,-17,·,·,1,·
CC(C)(C)n1ncc2c(=O)n(CC(=O)Nc3ccc4c(c3)OCCO4)cnc21,-1,0.0,-4,-5,-3,-4,-2,2,-1.6
CC(=O)c1c(C)[nH]c(C(=O)Nc2cccc(S(=O)(=O)N3CCCC3)c2)c1C,4,0.0,·,·,0,·,·,1,·
CCCCCOc1ccc(Cn2ccnc2)cc1[N+](=O)[O-],6,-0.1,-6,3,-5,-2,-3,0,-0.1
O=C(Nc1cccc(C(F)(F)F)c1)C1CCCN(c2ncccn2)C1 (stereo not given),1,0.1,6,-2,-5,0,-1,0,-2.2
COc1ccc(C(=O)Nc2ccccc2[N+](=O)[O-])cc1S(=O)(=O)N1CCOCC1,·,0.0,·,·,6,·,·,0,-0.7
Cc1ccc(/C=C2\SC(=S)N(CCC(=O)NNS(=O)(=O)c3ccccc3)C2=O)cc1,2,0.1,-17,-3,0,-20,-2,0,-7.1
Cc1ccn2c(=O)nc(SCC(=O)Nc3cccc4ccccc34)nc2c1,-2,-0.1,-1,2,0,0,-5,0,0.8
CCC(C)NC(=O)c1cn(C)c(=O)c2cc(OC)c(OC)cc12 (stereo not given),4,0.0,6,2,-4,1,3,0,-0.3
COc1ccc(C(=O)N/N=C/c2ccc(SC)cc2)cc1,6,2.1,-5,-5,1,2,-5,0,-0.1
COc1ccc(Nc2nnc(SCC(=O)c3cc(C)n(CC4CCCO4)c3C)s2)cc1 (stereo not given),12,-0.1,6,2,3,4,-5,1,·
COc1ccc(-c2csc(N(C)C(=O)c3ccco3)n2)cc1,-5,-0.1,1,4,-5,0,1,0,0.2
CC(=O)c1cccc(N(CC(=O)NC2CCCCC2)C(=O)c2csnn2)c1,4,0.1,1,9,-2,1,10,0,1.0
C/C(=N\NS(=O)(=O)c1ccc(Cl)c([N+](=O)[O-])c1)c1ccc(C)o1,8,-0.1,4,16,4,5,18,0,-0.5
Cc1nc2ccccc2c2oc(C(=O)NCCCN3CCCC3=O)cc12,3,0.3,6,2,23,4,-2,1,5.0
CCN(CC)CCNc1ncnc2c1sc1nc(N3CCOCC3)c3c(c12)CCCC3,-3,-0.2,-9,-10,22,2,-6,0,5.5
CCOCCCNC(=O)c1ccc(NC(C)=O)cc1,-2,0.3,-4,0,-1,-3,-1,2,1.3
Cc1cc2ccccc2c(=O)n1CC(=O)Nc1ccc2c(c1)OCCO2,6,-0.1,-1,4,8,1,1,0,-0.2
CCOc1ccc(C(=O)Nc2nnc(NC(=S)Nc3ccccc3)s2)cc1,-1,0.1,-28,3,2,-17,3,0,-1.2
N#CC1=C(N)Oc2c(ccc3ccccc23)C1c1cccs1 (stereo not given),-2,-0.1,5,9,14,-2,13,1,-6.2
COc1ccc(-c2cc(C#N)nc(N3CCN(c4ccccc4)CC3)n2)cc1,2,0.0,-1,1,4,-2,4,2,0.3
C#Cc1ccc([C@H]2C=C(C(=O)N3CCOCC3)O[C@@H](OCC)[C@@H]2CCCO)cc1,-5,0.1,1,-4,-6,5,-6,1,-2.7
CN(C(=O)C12CC3CC(CC(C3)C1)C2)C1CCS(=O)(=O)C1 (stereo not given),1,0.0,-3,4,-1,-1,4,0,-0.2
Cc1oc(-c2cccc(Br)c2)[n+]([O-])c1C,1,0.1,0,3,-15,0,-3,5,2.6
O=S(=O)(CCCc1ccccc1)c1ncn[nH]1,-8,0.0,2,2,-15,8,4,0,-2.7
CCC1=C/C(=C\c2ccc3c(c2)OCO3)C(=O)S1,-4,-0.3,-2,5,7,-3,15,1,·
CC(C)CN(CC(C)C)C(=O)CN1c2cccc3cccc(c23)S1(=O)=O,7,0.0,-4,-1,3,-4,0,1,2.4
COc1ccc(N(C)S(=O)(=O)c2cccc(C(=O)OCC(=O)NCc3ccccc3OC)c2)cc1,5,0.2,5,-2,10,3,1,4,-0.3
COc1ccc(OC)c(S(=O)(=O)N2CCCC(C(=O)NCc3cccnc3)C2)c1 (stereo not given),7,-0.1,-5,3,-2,-2,-5,0,0.0
CCOC(=O)N1CCN(CC(=O)Nc2cc(OC)c(OC)cc2C#N)CC1,6,-0.1,5,-17,23,-1,-7,3,1.6

In the list so far, three contain two or more sulfur atoms.
SMILES,GLD-1 TGE inh,Efflux pump inh,PME-1 inh,BCLXL inh,VLA-4 inh,Fam108B inh,MCL1-BIM inh,GRK2 inh,MEX-5 binding
Cc1ccc(/C=C2\SC(=S)N(CCC(=O)NNS(=O)(=O)c3ccccc3)C2=O)cc1,2,0.1,-17,-3,0,-20,-2,0,-7.1
COc1ccc(Nc2nnc(SCC(=O)c3cc(C)n(CC4CCCO4)c3C)s2)cc1 (stereo not given),12,-0.1,6,2,3,4,-5,1,·
CCOc1ccc(C(=O)Nc2nnc(NC(=S)Nc3ccccc3)s2)cc1,-1,0.1,-28,3,2,-17,3,0,-1.2

Additional entries.
SMILES,GLD-1 TGE inh,Efflux pump inh,PME-1 inh,BCLXL inh,VLA-4 inh,Fam108B inh,MCL1-BIM inh,GRK2 inh,MEX-5 binding
CCSc1nc(O)c(C(c2cccc(OC)c2)c2c(O)nc(SCC)[nH]c2=O)c(=O)[nH]1,-2,-0.1,-8,5,5,-4,15,9,0.3
CC(C)(C)c1ccc(C(=O)N/N=C2\C3CN4CCN(C3)CC2(c2ccccc2)C4)cc1,-3,-0.3,-2,4,-9,1,-1,0,1.0
CC(=O)N1CCOc2ccc(S(=O)(=O)NCCc3cccc(C)c3)cc21,-6,0.1,6,7,-14,-3,0,1,-1.6
O=C(NN1C(=O)C2C(C1=O)C1C=CC2C12CC2)c1ccccc1Cl (stereo not given),-1,0.0,2,2,21,-1,1,1,-2.2
NC(=O)c1nsc(C(=O)N(Cc2cccnc2)C(C(=O)NCc2ccc(F)cc2)c2ccc(O)cc2)c1N (stereo not given),-1,0.0,1,0,-1,-2,3,0,-1.7
O=C(O)c1sccc1S(=O)(=O)N1CCOCC1,1,0.1,8,5,10,·,4,5,·
COC(=O)c1ccc(NC(=O)C(=O)c2cn(CC(=O)N3CCOCC3)c3ccccc23)cc1,3,0.0,0,6,-1,2,2,1,-1.6
O=C(COc1ccc(Cl)cc1)Nc1cc2c3c(c1)CC(=O)N3CCC2,-5,-0.1,2,3,8,2,0,0,1.9
CC1(C)Cc2ccccc2-c2nnc(SCc3ccc(C#N)cc3)n21,-5,0.0,0,2,16,0,4,0,0.7
COC(=O)c1nn(-c2ccccc2)c(Cl)c1/C=N/OCc1ccc(C)cc1,-3,0.2,3,2,26,-4,-1,6,1.0
Cc1cc([N+](=O)[O-])ccc1NC(=O)c1cc2ccccc2o1,10,-0.2,-4,4,-15,10,9,0,1.4
COc1ccc(C(=O)CSc2nnc(CN3CCCCC3)n2-c2ccc(F)cc2)cc1OC,5,0.6,2,5,-17,2,-5,0,1.1
Cc1ccc(CN2C(=O)CCC2C(=O)NCc2cccnc2)cc1 (stereo not given),8,0.7,-6,0,11,1,0,1,-1.2
COc1cc(C(=O)OCCCN2CCOCC2)ccc1O,-2,0.4,-2,9,10,-2,5,2,-5.2
Cc1nnc(SCC(=O)NC2CCCc3c2cnn3-c2ccccc2F)o1 (stereo not given),1,0.3,-6,-1,-5,-1,-7,1,1.5
C=CCCC(=O)NC1CCCc2c1cnn2-c1ccccc1F (stereo not given),0,0.2,-1,2,1,0,8,1,-0.2
CCN(CCCn1c(=S)[nH]c2ccc(N3CCOCC3)cc2c1=O)c1ccccc1,5,0.0,2,-1,3,1,0,1,-2.8
Cc1cnnn1-c1ccc(C(=O)CCl)cc1,-3,0.0,-3,3,-18,-9,4,56*,-7.1
Cc1nc(NC(=O)CSc2nncs2)c(Cl)cc1Cl,4,0.1,4,2,11,-2,0,0,-1.5
CCC(C)[C@H](NC(=O)NCc1ccc(S(N)(=O)=O)cc1)C(=O)OC (stereo not given in full),-4,0.0,-1,2,8,3,-1,0,-2.3
O=C(NCc1ccncc1)/C(=C/c1cccc([N+](=O)[O-])c1)NC(=O)c1ccccc1,4,-0.2,-2,5,7,-3,1,1,-0.5
CCCCn1nnnc1SCC(=O)NC1CCCCC1,-1,-0.1,7,2,5,6,6,2,-2.5
CC1CN(C(=O)CCc2ccccc2)C(C)CN1C(=O)CCc1ccccc1 (stereo not given),25,-0.2,5,17,11,4,25,1,2.3
O=C(CSc1nc2ccccc2c(=O)n1CCCN1CCOCC1)NCCc1ccccc1,2,-0.1,·,·,-14,·,·,29,·
CC1(C)OC(=O)N(c2ccccc2)C12C=Cc1c(ccc3ccccc13)O2 (stereo not given),-2,0.1,5,-7,-20,-6,-2,0,4.2
CNC(=O)Nc1cccc(C(F)(F)F)c1,3,0.0,8,0,32,4,-2,0,2.2
O=C(NC1CCCCC1)c1cccc2c1C(=O)c1ccc(N3CCCC3)cc1S2(=O)=O,32*,0.0,·,·,-23,·,·,3,·
COC(=O)c1cc(Br)c(=O)n(CCN2CCCC2)c1,0,-0.1,-2,6,-20,1,8,3,-1.4
COc1cc(NC(=O)Cc2cccs2)cc(OC)c1,0,0.0,0,-1,-4,0,0,3,-2.1
Nc1ccc(-n2nc(C(F)(F)F)cc2C(F)(F)F)cc1,10,0.0,2,9,20,5,6,3,-1.1

Reformatted with values under each structure: part of the list above.
Each structure is followed by: GLD-1 TGE inh	Efflux pump inh	PME-1 inh	BCLXL inh	VLA-4 inh	Fam108B inh	MCL1-BIM inh	GRK2 inh	MEX-5 binding
Cc1ccc(CN2C(=O)CCC2C(=O)NCc2cccnc2)cc1 (stereo not given)
→ 8	0.7	-6	0	11	1	0	1	-1.2
COc1cc(C(=O)OCCCN2CCOCC2)ccc1O
→ -2	0.4	-2	9	10	-2	5	2	-5.2
Cc1nnc(SCC(=O)NC2CCCc3c2cnn3-c2ccccc2F)o1 (stereo not given)
→ 1	0.3	-6	-1	-5	-1	-7	1	1.5
C=CCCC(=O)NC1CCCc2c1cnn2-c1ccccc1F (stereo not given)
→ 0	0.2	-1	2	1	0	8	1	-0.2
CCN(CCCn1c(=S)[nH]c2ccc(N3CCOCC3)cc2c1=O)c1ccccc1
→ 5	0.0	2	-1	3	1	0	1	-2.8

Going on with the list:
SMILES,GLD-1 TGE inh,Efflux pump inh,PME-1 inh,BCLXL inh,VLA-4 inh,Fam108B inh,MCL1-BIM inh,GRK2 inh,MEX-5 binding
O=C(Nc1nnc(-c2ccco2)o1)c1ccc(Cl)cc1,5,0.3,-1,0,3,1,4,3,1.6
COc1cc(/C=N/NC(=O)C(=O)NCc2cccnc2)cc(OC)c1OC,2,0.2,-7,-1,1,-2,2,0,-4.9
COCc1nnc(NC(=O)c2ccccc2[N+](=O)[O-])s1,2,-0.1,-4,6,-7,-3,1,1,-0.8
CCOc1ccc(S(=O)(=O)NCCC(=O)NCC(c2cccs2)N(C)C)cc1 (stereo not given),-2,0.1,0,5,1,-1,2,0,0.2
